MRP-1 activ: activates MRP-1; viability increase, % at 10 µM; actives 0.61% (n = 140,000); AID 799; H69AR cells + doxorubicin, viability rescue, CellTiter-Glo;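 active = viability gain under doxorubicin at or above a set limit, the compound median plus 3 SD, cut at about 4.7% in these data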;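 note: MRP-1 overexpressing cells given doxorubicin 25 µM after compound pretreatment; 18-22 h compound pretreatment then 72 h with doxorubicin before readout; 0% = doxorubicin-only wells and 100% = vehicle-treated cells without doxorubicin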
Yeast lifespan up: yeast lifespan extension. S. cerevisiae growth with nicotinamide, OD615; deaD strain in restrictive glucose medium. inhibition of the nicotinamide effect, % at 10 µM. actives 0.68% (n = 130,000). AID 775;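 active = inhibition above a set limit, placed 3 SD over the median of all compounds, cut at about 26% in these data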;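 note: 0% = nicotinamide-treated wells and 100% = cells grown without nicotinamide; some compounds called inactive have numbers as strong as hits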
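System: Modified budding yeast, DeaD strain | Buffer or medium: Restrictive glucose medium | Also added: 1.5 mM nicotinamide | Doses: 10 µM single point, 0.25% DMSO | Schedule: 48 h compound exposure at 30 °C, humidified | Detection: Absorbance at 615 nm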
GALR2 blocker: antagonists of human galanin receptor 2 (GALR2). O43603. GALR2-expressing cells, antagonist mode. inhibition, % at 4 µM. actives 0.39% (n = 140,000). AID 828; in the data active = inhibition above about 27%;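 note: cells stimulated with galanin 1-16 at roughly its EC80; 0% = agonist challenge control and 100% = basal control without agonist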
Target sequence (O43603 whole entry, looked up): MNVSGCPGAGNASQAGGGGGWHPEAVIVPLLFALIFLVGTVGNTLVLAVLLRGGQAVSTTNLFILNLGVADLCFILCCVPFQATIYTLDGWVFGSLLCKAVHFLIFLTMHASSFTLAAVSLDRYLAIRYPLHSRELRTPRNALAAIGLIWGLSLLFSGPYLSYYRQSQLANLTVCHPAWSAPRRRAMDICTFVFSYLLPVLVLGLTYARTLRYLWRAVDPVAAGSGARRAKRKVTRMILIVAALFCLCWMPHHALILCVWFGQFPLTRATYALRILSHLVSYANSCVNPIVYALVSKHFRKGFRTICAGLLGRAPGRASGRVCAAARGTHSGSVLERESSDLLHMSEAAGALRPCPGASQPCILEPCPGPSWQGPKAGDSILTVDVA
bCat KO growth: beta-catenin-lacking colon tumor cell growth suppression. HCT116 beta-catenin knockout viability, CellTiter-Glo, 60 h; stronger effect = lower value. viability, % at 10 µM. actives 1.5% (n = 140,000). AID 818;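 active = viability at or under a set limit, the compound median less 4 SD, cut at about 6% in these data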;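 note: 0% = Hyamine 1622 control at 20 µM and 100% = untreated cell control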
Yeast growth inh: chemicals that inhibit yeast BB579 growth in restrictive medium (lifespan-shortening candidates); actives 0.51% (n = 140,000); inhibition, % at 10 µM; S. cerevisiae BB579 growth, OD615, 48 h;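 active = inhibition above a set limit, 3 SD over the mean compound inhibition, cut at about 44% in these data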; note: inactives centre near -24
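Test system: DeaD yeast strain BB579 / Buffer or medium: restrictive glucose-based CSMM-D medium / Doses: single 10 µM dose / Schedule: 4 h cell preincubation, 48 h compound exposure, 30 °C humidified / Technique: culture absorbance at 615 nm / Controls: amphotericin B positive control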
E-sel TNF inh: blocks E-selectin expression induced by TNF alpha; HUVEC TNFa-induced E-selectin immunofluorescence, high content; inhibition, % at 2 µM; actives 0.71% (n = 120,000); AID 1246;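 active = inhibition above the batch mean plus 3 SD, and confirmed as a hit on visual image review, cut at about 43% in these data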;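 note: 0% = TNF-stimulated DMSO wells and 100% = unstimulated control wells; not every result past the cut was called active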
Measles CPE: protection of cells from measles virus; Measles virus-infected cells, CPE protection, absorbance; protection (pct of control), % at 4 µM; actives 1.5% (n = 140,000); AID 841; in the data active = protection mostly above about 24%, no sharp cut-off; inactive = mostly below about 26%; note: some compounds called inactive have numbers as strong as hits
Phagocyt inh: blocks phagocytosis by macrophages; inhibition, % at 5 µM; actives 0.07% (n = 110,000); J774A.1 macrophage IgG-bead phagocytosis, imaging;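 active = inhibition above the mean of the plate negative controls plus 5 SD, cut at about 13% in these data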;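 note: phagocytic index as fraction of beads internalized from green versus red external bead signal; plate controls were DMSO negative control for no effect and cytochalasin-D positive control for full effect; some results beyond the cut were filed as inactive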
PTEN del growth: suppresses growth of cells with PTEN deletion; actives 1.2% (n = 140,000); viability, % at 10 µM; HCT116 PTEN-null viability, CellTiter-Glo, 60 h; stronger effect = lower value;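 active = viability at or below a set limit, 4 SD under the median of all tested compounds, cut at about 3.7% in these data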;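 note: PTEN knockout HCT116 line with beta catenin targeted HCT116 as companion control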
NPY-Y2 antag: blocks the human neuropeptide Y Y2 receptor; actives 0.99% (n = 140,000); inhibition, % at 2.7 µM; NPY-Y2 expressing cells, antagonist mode; P49146; in the data active = inhibition above about 17%;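 note: 0% = vehicle with agonist challenge and 100% = reference antagonist with challenge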
Target sequence (P49146 whole entry, looked up): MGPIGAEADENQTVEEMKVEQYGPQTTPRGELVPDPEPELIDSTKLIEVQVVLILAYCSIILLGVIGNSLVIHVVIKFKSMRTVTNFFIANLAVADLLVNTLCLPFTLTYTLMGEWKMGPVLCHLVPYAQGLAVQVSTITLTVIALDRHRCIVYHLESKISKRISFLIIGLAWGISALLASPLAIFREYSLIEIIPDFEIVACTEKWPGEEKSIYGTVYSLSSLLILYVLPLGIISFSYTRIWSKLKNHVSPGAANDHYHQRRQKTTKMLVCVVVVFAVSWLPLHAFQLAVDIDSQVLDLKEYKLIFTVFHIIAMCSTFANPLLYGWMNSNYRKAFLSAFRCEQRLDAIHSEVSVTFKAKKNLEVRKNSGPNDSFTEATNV
* = called active by the depositor; · = no result given.

SMILES | MRP-1 activ | Yeast lifespan up | GALR2 blocker | bCat KO growth | Yeast growth inh | E-sel TNF inh | Measles CPE | Phagocyt inh | PTEN del growth | NPY-Y2 antag
CCCCOc1ccc(-c2nc(/C=N/c3nccs3)c(O)o2)cc1 | -3.0 | 5 | -3 | 90 | -34 | · | · | · | 88 | 1
C=CCN1C(=O)CS/C1=C(\C#N)S(=O)(=O)c1ccc(C)cc1 | -2.5 | -6 | -5 | 90 | -30 | -9 | 4 | -1 | 90 | -2
O/N=C1\CCc2cc(Cl)ccc21 | -3.2 | -6 | -3 | 102 | -17 | · | 20 | 0 | 110 | 2
CCOc1ccc(-c2nc(CSCC(=O)NCCN3CCOCC3)c(C)o2)cc1 | -1.5 | -20 | 5 | 70 | -26 | -12 | 7 | -5 | 86 | 1
Cc1ccc(C(=O)N2CCCC(c3nc4c(nnn4Cc4ccccc4)c(=O)[nH]3)C2)cc1 (configuration not stated) | -0.8 | -10 | -1 | 96 | -68 | 11 | 5 | 1 | 100 | 3
CSc1cccc(-n2cc(-c3ccc4c(c3)OCO4)[nH]c2=O)c1 | -5.3 | -11 | -6 | 21 | -45 | · | 17 | 2 | 22 | 3
Cc1nc(NCCN2CCOCC2)c2nnn(Cc3c(F)cccc3Cl)c2n1 | -2.4 | -7 | -6 | 84 | -25 | -2 | 6 | 0 | 82 | 1
Cc1csc(NC(=O)CSc2nc3ccccc3c3c2CCCC3)n1 | -0.4 | -3 | 5 | 70 | -25 | · | 18 | -11 | 72 | 10
CC(C)(CNCC(O)c1ccccc1)N1CCOCC1 (configuration not stated) | -1.8 | -14 | -7 | 88 | -18 | 0 | 20 | · | 86 | 4
Cc1cccc(N2CCN(C(=O)C34CC5CC(CC(C5)C3)C4)CC2)c1C | 0.7 | -3 | 1 | 75 | -20 | · | 4 | 1 | 78 | 3
Cc1cc(C)nc(SCC2COc3ccccc3O2)n1 (configuration not stated) | -0.1 | -15 | -27 | 88 | -23 | · | 2 | 1 | 100 | 4
O=C(Nc1ccccc1C1CC1)c1cccs1 | 0.1 | -8 | 5 | 95 | -34 | 10 | 11 | 2 | 97 | -3
Cc1c(-c2ccccc2)nc2ccccc2c1C(=O)NCc1cccs1 | -2.4 | -1 | 6 | 71 | -36 | · | 14 | -5 | 63 | 4
O=C(Nc1ccc2c(c1)OCO2)C1CCN(S(=O)(=O)Cc2ccccc2)CC1 | -1.7 | -3 | 12 | 100 | -62 | -12 | 11 | 0 | 96 | 1
C[C@@H]1C[C@H]2[C@@H]3CCC4=CC(=O)C=C[C@]4(C)[C@@]3(F)[C@@H](O)C[C@]2(C)[C@@]1(O)C(=O)COP(=O)(O)O | 2.6 | -1 | 11 | 100 | -10 | · | 20 | · | 101 | 2
O=C(CNC(=O)c1ccccc1)OCc1nc2ccccc2s1 | -1.4 | -5 | 19 | 86 | -20 | · | 14 | -8 | 90 | 3
CCOc1ccc(NC(=O)CN2CCN(CC(=O)Nc3ccc(Cl)c(C(F)(F)F)c3)CC2)cc1 | -4.2 | -4 | -24 | 49 | -37 | · | 11 | · | 39 | -4
CCOC(=O)c1cc(C)sc1NC(=O)C(c1ccccc1)c1ccccc1 | -3.3 | 15 | -5 | 75 | -28 | -4 | 7 | -1 | 74 | 4
O=C(O)CNC(=O)CCN1C(=O)c2ccccc2C1=O | -0.9 | -6 | 10 | 94 | -25 | -2 | 9 | -2 | 101 | 3
O=S(=O)(c1ccc(Cl)s1)N1CCc2ccccc2C1 | -2.2 | 5 | 9 | 88 | -21 | · | 5 | · | 82 | 3

11 entries already listed, arranged by heavy-atom count, high to low:
SMILES | MRP-1 activ | Yeast lifespan up | GALR2 blocker | bCat KO growth | Yeast growth inh | E-sel TNF inh | Measles CPE | Phagocyt inh | PTEN del growth | NPY-Y2 antag
C[C@@H]1C[C@H]2[C@@H]3CCC4=CC(=O)C=C[C@]4(C)[C@@]3(F)[C@@H](O)C[C@]2(C)[C@@]1(O)C(=O)COP(=O)(O)O | 2.6 | -1 | 11 | 100 | -10 | · | 20 | · | 101 | 2
CCOc1ccc(-c2nc(CSCC(=O)NCCN3CCOCC3)c(C)o2)cc1 | -1.5 | -20 | 5 | 70 | -26 | -12 | 7 | -5 | 86 | 1
O=C(Nc1ccc2c(c1)OCO2)C1CCN(S(=O)(=O)Cc2ccccc2)CC1 | -1.7 | -3 | 12 | 100 | -62 | -12 | 11 | 0 | 96 | 1
CCOC(=O)c1cc(C)sc1NC(=O)C(c1ccccc1)c1ccccc1 | -3.3 | 15 | -5 | 75 | -28 | -4 | 7 | -1 | 74 | 4
Cc1cccc(N2CCN(C(=O)C34CC5CC(CC(C5)C3)C4)CC2)c1C | 0.7 | -3 | 1 | 75 | -20 | · | 4 | 1 | 78 | 3
Cc1csc(NC(=O)CSc2nc3ccccc3c3c2CCCC3)n1 | -0.4 | -3 | 5 | 70 | -25 | · | 18 | -11 | 72 | 10
CSc1cccc(-n2cc(-c3ccc4c(c3)OCO4)[nH]c2=O)c1 | -5.3 | -11 | -6 | 21 | -45 | · | 17 | 2 | 22 | 3
C=CCN1C(=O)CS/C1=C(\C#N)S(=O)(=O)c1ccc(C)cc1 | -2.5 | -6 | -5 | 90 | -30 | -9 | 4 | -1 | 90 | -2
CC(C)(CNCC(O)c1ccccc1)N1CCOCC1 (configuration not stated) | -1.8 | -14 | -7 | 88 | -18 | 0 | 20 | · | 86 | 4
O=S(=O)(c1ccc(Cl)s1)N1CCc2ccccc2C1 | -2.2 | 5 | 9 | 88 | -21 | · | 5 | · | 82 | 3
O/N=C1\CCc2cc(Cl)ccc21 | -3.2 | -6 | -3 | 102 | -17 | · | 20 | 0 | 110 | 2

Going on with the list.
SMILES | MRP-1 activ | Yeast lifespan up | GALR2 blocker | bCat KO growth | Yeast growth inh | E-sel TNF inh | Measles CPE | Phagocyt inh | PTEN del growth | NPY-Y2 antag
COc1cccc(C(=O)Nc2c(C)n[nH]c2C)c1 | -1.8 | -21 | -8 | 97 | -10 | · | 6 | 4 | 91 | -1
O=C(O)c1ccccc1-c1ccccc1C(=O)NCc1ccco1 | 1.8 | -15 | 1 | 104 | -30 | -11 | 18 | 0 | 96 | 2
O=c1c2c(-c3cccs3)csc2ncn1-c1ccc(Br)cc1 | -0.1 | -11 | 55* | 61 | -52 | 8 | 14 | · | 66 | 5
Cc1cccc(C)c1NC(=O)COC(=O)c1cccc2c1C(=O)c1ccccc1C2=O | 0.0 | 0 | -16 | 84 | -24 | · | 4 | -6 | 100 | 4
CN(C)S(=O)(=O)c1ccc(C(=O)Nc2ccc(Cl)cc2)cc1 | 0.7 | -2 | -7 | 92 | 20 | 3 | 30 | 0 | 67 | 0
O=S1CC/C(=N\O)c2ccccc21 (configuration not stated) | -1.5 | · | 3 | 91 | -35 | 2 | 6 | · | 94 | 0
COc1ccc(CC(=O)NNC(=O)CSc2nnc(Cc3ccc(OC)cc3)n2-c2ccccc2)cc1 | 2.1 | -2 | 0 | 91 | -12 | · | 17 | -1 | 93 | 0
O=C(CSCc1ccccc1)Nc1cccc(C(=O)Nc2ccc(C(=O)O)cc2)c1 | -1.4 | -7 | 0 | 96 | -27 | -4 | 7 | · | 94 | 3
Cc1cccc(OCc2nnc(SCC(=O)Nc3cccc(C(=O)N4CCOCC4)c3)n2C)c1 | -2.2 | -1 | -5 | 93 | 7 | · | 15 | -4 | 92 | 2
COc1ccc(-c2nn3c(C4CCCCC4)nnc3s2)cc1OC | -3.0 | -25 | 2 | 90 | 15 | 8 | 23 | 3 | 83 | 2
COC(/C=C/Nc1ccc(OC)cc1)=C(C#N)C#N | -3.5 | 2 | 6 | 102 | -23 | 19 | 4 | -2 | 84 | 0
COc1ccc(-c2ncncc2-c2csc(C)n2)c(O)c1OC | -1.6 | 2 | -10 | 98 | -7 | 19 | 4 | -1 | 97 | 3
O=C(NC(NC(=S)Nc1ccccc1Cl)C(Cl)(Cl)Cl)c1cccc(Cl)c1 (configuration not stated) | -5.8 | 3 | 4 | 5.6* | -12 | · | 11 | -4 | 2.7* | -2
O=C(NCCc1ccccc1)c1ccc(CS(=O)(=O)Cc2ccccc2F)o1 | -2.1 | -4 | -2 | 89 | -15 | 22 | 17 | -1 | 83 | 3
COC(=O)c1cc(NC2c3ccccc3C(=O)N2Cc2ccco2)cc(C(=O)OC)c1 (configuration not stated) | -2.2 | -6 | 5 | 91 | -19 | 5 | 18 | 0 | 96 | 1
Cc1nc(NC2CCCC2)sc1C(=O)N(C)C | -0.7 | -2 | -9 | 96 | -13 | 0 | 21 | 0 | 107 | 1
CC(=O)Nc1ccc(-c2csc(NC(=O)CCCc3cccs3)n2)cc1 | -1.1 | 1 | 0 | 76 | -14 | -13 | 110* | 10 | 60 | 1
CCCC(=O)NC(=S)Nc1ccccc1C(F)(F)F | -6.6 | -18 | -7 | 100 | -43 | 4 | 9 | 4 | 102 | 4
Cc1cc2nc(C3CCN(Cc4nnnn4Cc4cccs4)CC3)[nH]c2cc1C | -2.1 | -2 | -7 | 25 | -18 | -33 | 26 | 1 | 18 | -1
COc1ccccc1NC(=S)NC(=O)C(C)(C)C | -5.4 | -11 | 9 | 85 | -3 | 4 | 40 | -1 | 104 | 1
N#CC1=C(N)C(C#N)(C#N)[C@H](c2cccnc2)[C@H]2CN(C(=O)OCc3ccccc3)CC=C12 | -4.1 | 9 | 17 | 61 | -28 | 0 | 6 | -1 | 73 | 1
CCCOc1ccc(N2C(=O)CC(N(CCc3ccc(OC)c(OC)c3)C(=S)Nc3ccccc3)C2=O)cc1 (configuration not stated) | -5.2 | 4 | -10 | 41 | -11 | · | 14 | 0 | 28 | -5
Cc1onc(-c2ccccc2)c1C(=O)N1CC(C)OC(C)C1 (configuration not stated) | -2.8 | 0 | 0 | 96 | -14 | -9 | 39 | -4 | 97 | -1
CCc1ccccc1NC(=O)CSc1ccsc1[N+](=O)[O-] | -1.9 | -1 | 6 | 87 | -25 | -2 | 14 | -6 | 85 | 5
CC1(C)CC(=O)C(C=Nc2ccc3cn[nH]c3c2)=C(O)C1 | -0.9 | -8 | 31* | 24 | -36 | · | 7 | -1 | 32 | 1
CCS(=O)(=O)Nc1cccc(-c2cc(-c3ccccc3)c3cc(C)ccc3n2)c1 | 0.8 | 1 | 8 | 86 | -10 | -13 | 11 | -3 | 84 | 2
CC1CCc2c(sc3c2C2=NS(=O)(=O)CCN2C=N3)C1 (configuration not stated) | -1.4 | -16 | -3 | 89 | -26 | -17 | 6 | · | 96 | 1
COC(=O)c1c(-c2ccccc2)csc1N | -1.2 | -9 | 1 | 89 | -44 | -18 | 11 | -2 | 90 | 5
COc1ccc(OC)c(C2CC(=O)N3CN(c4ccccc4F)CSC3=C2C#N)c1 (configuration not stated) | -1.3 | -5 | -12 | 89 | -8 | 27 | 17 | · | 93 | 1
CC#CCC(CC#CC)c1nc2ccccc2c(=O)n1N | -0.6 | 2 | 4 | 94 | -31 | -11 | 3 | -1 | 96 | 2
